Screening data deposited in PubChem BioAssay by several laboratories.
MEX-5 binding: C. elegans MEX-5 TCR-2 RNA binding activity; 0.38% of 300,000 active; MEX-5/FITC-TCR2 RNA binding, fluorescence polarization; active compounds read low; activity score (negative = inhibition of binding), % at 10 µM;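 active = inhibition past about -25% in most replicates, and total fluorescence under double the plate's negative control median, limit read from the data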;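 also: 0% = DMSO and -100% = 5 µM competing unlabeled TCR2 RNA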
Target sequence (Q9XUB2 whole entry, looked up): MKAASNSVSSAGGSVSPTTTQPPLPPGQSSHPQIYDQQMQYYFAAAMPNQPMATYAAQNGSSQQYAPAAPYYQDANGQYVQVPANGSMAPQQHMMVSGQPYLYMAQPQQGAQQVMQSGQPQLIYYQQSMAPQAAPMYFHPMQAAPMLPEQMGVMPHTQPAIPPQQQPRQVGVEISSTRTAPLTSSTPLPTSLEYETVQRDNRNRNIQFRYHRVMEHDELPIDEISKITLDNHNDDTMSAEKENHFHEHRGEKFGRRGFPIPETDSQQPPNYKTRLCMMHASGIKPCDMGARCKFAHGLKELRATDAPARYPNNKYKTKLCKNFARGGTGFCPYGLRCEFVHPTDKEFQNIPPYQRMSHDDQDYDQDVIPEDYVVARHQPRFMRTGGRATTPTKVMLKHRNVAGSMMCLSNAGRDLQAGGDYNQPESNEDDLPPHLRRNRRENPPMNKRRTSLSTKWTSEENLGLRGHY
Bcl-xL primary: Bcl-xL (human) inhibition; Q07817; GST-Bcl-xL / FITC-Bim BH3 peptide fluorescence polarization; inhibition, % at 10.9 µM; 0.7% of 320,000 active; AID 2129;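 active = inhibition above the mean of all tested compounds plus 3 SD, cutoff set per campaign, cut at about 30% in these data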;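 also: 0% = DMSO wells and 100% = unlabeled Bim-BH3 peptide competitor; inhibitors lower millipolarization by displacing the labeled peptide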
Efflux pump mplx: inhibitors of Candida antifungal efflux pumps expressed in yeast | S. cerevisiae Candida pump triplex, Nile Red efflux | inhibition, % at 10 µM | 0.44% of 330,000 active;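 active = plate passing quality check with inhibition over a set limit, or well fluorescence over plate mean plus 4 SD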;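 also: Nile Red retained in pooled yeast measured as flow cytometry median fluorescence; 0% = buffer negative control and 100% = Enniatin B positive control; higher means more Nile Red kept so more efflux inhibition; some compounds called inactive have numbers as strong as hits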
GRK2 aptamer HTS: blocks RNA aptamer binding to human GRK2. P25098. bead flow cytometry, FAM-aptamer displacement from GRK2. inhibition of aptamer binding, % at 10 µM. 0.59% of 330,000 active. AID 488847;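 active = inhibition of aptamer binding above 40%, roughly 3 SD of noise, on plates passing a quality check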;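 also: median bead fluorescence of bound FAM aptamer so fluorescent compounds give negative values; no value below 0 was filed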
GLD-1 RNA inh: GLD-1-TGE RNA interaction inhibition (C. elegans) | purified GLD-1 + fluorescein TGE RNA, fluorescence polarization | 0.44% of 320,000 active | inhibition, % at 5.96 µM | Q17339;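 active = percent inhibition above a per-plate cutoff, the plate mean of test compounds plus 3 SD, cut at about 30% in these data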;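 also: 0% = DMSO wells with GLD-1 and probe and 100% = wells lacking GLD-1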
Target sequence (Q17339 whole entry, looked up): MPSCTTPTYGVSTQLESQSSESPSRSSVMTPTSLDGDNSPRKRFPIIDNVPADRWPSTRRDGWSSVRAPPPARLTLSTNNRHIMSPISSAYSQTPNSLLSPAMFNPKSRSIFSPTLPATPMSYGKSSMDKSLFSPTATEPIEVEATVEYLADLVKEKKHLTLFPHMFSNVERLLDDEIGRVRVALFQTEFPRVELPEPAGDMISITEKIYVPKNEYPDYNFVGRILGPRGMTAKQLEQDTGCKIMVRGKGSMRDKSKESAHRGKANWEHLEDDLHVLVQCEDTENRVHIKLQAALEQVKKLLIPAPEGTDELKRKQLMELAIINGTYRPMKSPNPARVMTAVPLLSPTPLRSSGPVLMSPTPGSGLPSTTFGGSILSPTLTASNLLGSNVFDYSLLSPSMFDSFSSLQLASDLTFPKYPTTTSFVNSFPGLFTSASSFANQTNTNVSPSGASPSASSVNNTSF
MCL1 BIM primary: disrupts human MCL1 binding to BIM-BH3 peptide; Q07820; GST-MCL1 / FITC-Bim-BH3 fluorescence polarization; inhibition, % at 10.9 µM; 0.68% of 320,000 active; AID 2057;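 active = inhibition above the mean inhibition of all tested compounds plus 3 SD, set per campaign, cut at about 40% in these data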;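 also: 0% = DMSO wells and 100% = unlabeled Bim-BH3 peptide control; higher means more loss of mP so more displacement of Bim peptide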
Fam108B inh: blocks mouse Fam108B hydrolase in RBBP9 counter-screen. inhibition, % at 9.51 µM. 0.33% of 300,000 active. recombinant Fam108B, FP-Rh probe fluorescence polarization;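 active = inhibition above the screen mean inhibition plus 3 SD, computed separately per campaign, cut at about 18% in these data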;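 also: inhibitors lower polarization as less probe binds the enzyme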
VLA-4 inh: inhibition in a human VLA-4 binding assay. P13612. VLA-4 expressing cells, ligand binding flow cytometry. inhibition, % (about 7 µM as worked out from the volumes in the protocol). 0.2% of 330,000 active; in the data active = inhibition above about 50%
PME-1 inh: blocks human protein phosphatase methylesterase 1; Q9Y570; recombinant PME-1, FP-Rh probe fluorescence polarization; inhibition, % at 5.9 µM; 0.53% of 320,000 active;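 active = inhibition above the campaign mean of all compounds plus 3 SD, cut at about 26% in these data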;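 also: competitive labeling of PME-1 active site by serine hydrolase directed probe; 0% = PME-1 with DMSO and 100% = wells lacking PME-1 enzyme; inhibitors block probe labeling so polarization falls and inhibition rises; many of its hits are not listed in these tables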
Starred values were filed as active, the others as inactive; x = not tested or not shown. These rows are one share of the data. The share of hits here may be higher or lower than overall.

#	Compound	MEX-5 binding	Bcl-xL primary	Efflux pump mplx	GRK2 aptamer HTS	GLD-1 RNA inh	MCL1 BIM primary	Fam108B inh	VLA-4 inh	PME-1 inh
1	CCCCNC(=S)NNC(=O)c1csc(C(C)C)c1	-4.0	7	-0.2	1	6	15	-3	-3	-6
2	Cc1cccc(NC(=O)CSc2nc3ccccc3c3nc(CCc4c(C)n[nH]c4C)nn23)c1	-0.2	4	0.2	0	5	-2	-13	-13	-2
3	c1ccc(-c2ncc3ccccn23)cc1	0.2	6	0.1	3	8	2	-1	1	-3
4	CCN(c1ccc(C(=O)CN2C(=O)NC3(CCOc4ccccc43)C2=O)cc1)S(C)(=O)=O (stereo unspecified)	x	-8	0.0	0	-1	-10	x	-11	-7
5	O=C(NCc1cc(C(F)(F)F)ccc1Cl)c1cccc2c1C(=O)c1ccc(-c3ccc(OC(F)(F)F)cc3)cc1S2(=O)=O	x	x	0.0	36	4	x	x	18	x
6	CCOc1ccc(S(=O)(=O)Nc2cccnc2)cc1	2.1	1	-0.1	4	-2	1	0	8	4
7	CCOc1ccc(NC(=O)CC(Cc2cc(C)cc(C)c2)C(=O)O)cc1 (stereo unspecified)	-2.4	x	0.0	0	x	x	x	2	x
8	COc1ccc2nc(SCC(=O)Nc3c(C)cc(C)cc3C)[nH]c2c1	-1.6	1	0.0	0	0	0	0	24	3
9	O=CNc1ccc(S(=O)(=O)NCc2ccccc2)cc1	0.1	1	-0.3	0	1	4	0	3	6
10	Cc1cc(OCC(=O)N[C@@H](CSCc2ccccc2)C(=O)O)c2c(C)c(C)c(=O)oc2c1	1.3	10	0.2	2	-4	-2	0	-14	-7
11	CCCCOc1cccc(C(=O)Nc2ccc(NC(=O)c3ccco3)cc2)c1	2.7	3	-0.1	0	0	5	0	-8	-1
12	CN1C(=S)SC(/[N+]([O-])=C\c2ccc(Cl)cc2)C1(C)C (stereo unspecified)	3.6	3	-0.1	0	-11	5	4	4	0
13	CCOC(=O)Cn1c(C)nc2c(C(=O)OCC)sc(C)c2c1=O	-0.5	8	0.0	11	7	-4	0	2	-1
14	COc1ccc(C(=O)OCC(=O)Nc2ccc3c(c2)OCCO3)c(OC)c1	x	-5	-0.1	2	9	-15	x	5	1
15	COc1cccc(OC)c1C(=O)N1CCN(Cc2ccc3c(c2)OCO3)CC1	-2.1	2	-0.2	17	2	6	1	-4	9
16	CCOC(=O)C1CCCN(S(=O)(=O)c2ccc3c4c2CC(=O)N4CC(C)S3)C1 (stereo unspecified)	-0.4	6	0.0	2	1	5	1	-41	6
17	CCOC(=O)CC1C(=O)NCCN1S(=O)(=O)c1ccc(Cl)cc1 (stereo unspecified)	2.8	2	0.4	0	-7	6	-6	-3	-8
18	Cc1sc(NC(=O)c2ccccc2)c(C(=O)N2CCN(C)CC2)c1C	-1.5	0	-0.5	1	2	-3	3	4	4
19	Cc1cccc(CC2SC(N3CCN(c4ccccc4)CC3)=NC2=O)c1 (stereo unspecified)	-0.4	2	0.1	2	5	8	4	-22	3
20	Cc1ccc(C(=O)OCC(=O)NCCc2ccc(S(N)(=O)=O)cc2)o1	x	x	0.0	0	-2	x	x	7	x
21	COc1ccc(-c2nc(CCNS(=O)(=O)c3ccc4c(c3)OCCO4)cs2)cc1	2.2	4	0.0	0	7	6	5	-14	-2
22	Cc1c(C(=O)NC2CC2)oc2ccccc12	x	3	-0.1	1	9	4	x	-1	3
23	O=C(COC(=O)c1cccs1)NCc1ccc2c(c1)OCO2	-1.6	-1	0.0	0	-1	-10	0	-21	1
24	O=C(NCc1ccccc1)Nc1cccn(Cc2ccccc2)c1=O	x	0	0.3	57*	-1	-3	1	4	1
25	CC(C)(C)OC(=O)NCCCC[C@@H](C(=O)NCCCCCCCCCCC(=O)N1CCN(C(=O)OC(C)(C)C)CC1)n1cc(CCCC(=O)O)nn1	x	8	0.3	4	0	8	2	20	-1
26	CC(=O)N1c2c(ccc3ccccc23)C(C)CC12CCCCC2 (stereo unspecified)	-2.6	5	-0.1	0	2	2	3	7	1
27	CC(=O)Nc1ccc(S(=O)(=O)Oc2ccc(N3C(=O)C4CCCCC4C3=O)cc2)cc1 (stereo unspecified)	2.2	6	0.1	0	6	7	2	29	5
28	O=C(NCc1ccco1)c1ccc(Cn2c(=O)c3ccccc3n(Cc3cccc(Cl)c3)c2=O)cc1	-4.2	-2	0.0	5	-6	-5	-24	38	-32
29	O=C(O/N=C/c1cccc([N+](=O)[O-])c1)C1CC1	-1.2	12	-0.1	3	-4	3	2	0	8
30	O=C(NCc1ccc(Cl)cc1)NCC(F)(F)F	-0.8	2	0.0	1	2	2	-2	-4	2
31	Cc1ccc(S(=O)(=O)NCCC(=O)NNC(=O)C2COc3ccccc3O2)cc1 (stereo unspecified)	-2.4	2	0.0	0	6	2	0	6	-4
32	Cc1ccc(S(=O)(=O)N2c3ccccc3NC(=O)C2CC(=O)Nc2ccccc2)cc1 (stereo unspecified)	0.1	2	-0.1	0	-6	2	0	3	-8
33	COc1ccc(/C=C/C(=O)OCC(=O)Nc2ccc(Cl)cn2)cc1	2.5	6	-0.1	2	2	5	-2	16	1
34	COc1ccc(N2C(=O)C3NN=C(C(=O)OCc4ccccc4)C3C2=O)cc1 (stereo unspecified)	3.7	5	0.0	0	4	1	1	0	2
35	CCn1c(C)nc2cc(-c3nnc(-c4c(-c5ccccc5)noc4C)o3)ccc21	-1.7	0	-0.1	0	4	0	-1	-14	-9
36	CCOC(=O)Cc1csc(NC(=O)CSc2nnnn2-c2ccc(C)cc2C)n1	2.5	5	0.0	0	-1	-2	-4	3	2
37	Cc1ccc(C(=O)Nc2cc3c(oc2=O)CCCC3=O)cc1	-1.1	12	0.1	0	-5	1	0	8	-4
38	O=C(CSc1nnc(-c2ccc(Cl)cc2Cl)n1C1CCCCC1)N1CCCC1	1.1	1	0.1	0	5	3	-2	10	0
39	Cc1ccc(NC(=O)C2CCN(c3ncnc4c3nc3n4CCCCC3)CC2)cc1Cl	0.4	7	-0.1	0	2	5	-6	-12	-5
40	O=C(Nc1ccc(Cc2ccncc2)cc1)c1ccc(S(=O)(=O)N2CCOCC2)cc1	-0.5	-2	-0.1	1	2	2	2	10	-1
41	O=C(Nc1ccc(F)cc1)NC1CCN(Cc2ccccc2)CC1	0.5	3	0.0	0	7	5	-3	24	-4
42	O=C(N/N=C/c1c(Cl)cccc1Cl)C(=O)NC1CC1	0.7	0	0.4	0	5	-6	4	17	3
43	COC(c1ccc(Cl)cc1)(c1ccc(Cl)cc1)C(Oc1nc(C)cc(C)n1)C(=O)O (stereo unspecified)	1.3	8	0.0	4	2	-4	0	8	-5
44	CC(C)COc1ccc(C(=O)N/C(=C\c2cccc([N+](=O)[O-])c2)C(=O)O)cc1	-4.0	4	-0.1	0	-2	-5	1	-2	7
45	C=CCCN(Cc1ccccc1)S(=O)(=O)c1ccccc1Br	0.8	6	-0.1	2	6	4	-5	3	3
46	Nc1ccc(Cl)cc1/C(=N/O)c1ccccc1	1.1	1	0.0	0	5	-7	1	1	-4
47	COC(=O)c1ccc(NC(=O)C(OC)c2ccccc2)cc1 (stereo unspecified)	-1.5	0	0.0	1	-2	5	3	0	-6
48	C=CCNC(=S)Nc1ccc2nc(C)c(C)nc2c1	0.0	6	-0.1	9	7	8	1	7	1
49	O=C(Nc1cccc(Cl)c1)N1CCSc2cc(Cl)ccc21	1.3	-1	-0.1	3	1	1	-6	-6	-4
50	COc1ccc(N2CCN(C(=O)CSc3nnc(Cn4nnc5ccccc54)n3C)CC2)cc1	1.5	1	0.0	1	3	1	1	6	-1
51	Cn1nnnc1SCc1cccc(CSc2nnnn2C)n1	1.1	5	0.0	3	2	2	2	17	-1
52	Cc1onc(-c2ccccc2Cl)c1-c1nc(-c2ccncc2)no1	1.2	11	-0.1	0	1	3	-3	-15	-3
53	Cc1c(C(C)NC(=O)c2cc(COc3cccc4cnccc34)on2)cnn1C (stereo unspecified)	-0.6	5	0.0	0	1	5	0	1	1
54	O=C(NCc1cccnc1)c1ccc(Cn2c(=S)[nH]c3ccc(Br)cc3c2=O)cc1	0.7	-24	-0.2	0	0	-22	-24	15	-17
55	Cc1nc2ccccn2c1C(=O)NNC(=O)Nc1ccccc1	-1.2	-3	-0.2	0	-1	8	-1	26	5
56	CNc1ccccc1C(C)(C)c1cc(C)[nH]n1	-4.9	8	0.0	1	1	9	-2	9	2
57	Cc1ccc(C)c(NC(=O)CN(C)C(=O)C2CCN(S(=O)(=O)c3ccc4c(c3)OCCO4)CC2)c1	1.0	6	0.0	0	1	0	1	7	0
58	CC(C)CCNC(=O)C(c1ccc(O)cc1)N(Cc1cccs1)C(=O)C1COc2ccccc2O1 (stereo unspecified)	-1.2	-1	-0.4	0	4	-6	-4	9	-6
59	CCSC(C)CC1CC(=O)CC(=O)C1 (stereo unspecified)	0.3	8	-0.1	0	-4	8	-1	-12	-10
60	CNC(=O)c1sccc1Oc1ccc(F)cc1[N+](=O)[O-]	0.4	5	0.0	0	-2	3	0	-2	0

(cont.)
#	Compound	MEX-5 binding	Bcl-xL primary	Efflux pump mplx	GRK2 aptamer HTS	GLD-1 RNA inh	MCL1 BIM primary	Fam108B inh	VLA-4 inh	PME-1 inh
61	COc1ccc(C(=O)NC(=O)NC2(C(Cl)(Cl)Cl)OCCO2)cc1	1.8	4	-0.1	2	3	-3	1	-1	4
62	Cc1cc(C)c(C#N)c(SCCN2CCOCC2)n1	-1.2	1	-0.1	3	-1	3	2	-3	0
63	CCOc1nc(NC2CCCCC2)nc(NC(C)(C)C)n1	-1.8	3	0.0	0	-1	7	1	17	5
64	Cc1ccc(NC(=O)c2ccc(S(=O)(=O)Nc3c(C)n(C)n(-c4ccccc4)c3=O)cc2)nc1	-3.3	-3	0.2	9	2	-2	-6	6	3
65	O=C(CN1CCC(Cc2ccccc2)CC1)NCCc1ccc(F)cc1	1.2	0	-0.1	2	8	9	1	6	4
66	Clc1ccc(Cn2nnc(-c3ccc(N4CCOCC4)cc3)n2)cc1	0.2	1	-0.1	6	4	6	3	0	0
67	C/C(=N\NC(=O)c1c(Cl)c(C)nn1C)c1ccc(NC(=O)COc2ccc(Cl)cc2C)cc1	0.6	7	0.1	0	-2	6	-8	20	-11
68	CCOCc1nnc(NS(C)(=O)=O)s1	1.1	6	0.0	2	6	4	3	14	-3
69	COc1ccc(CNC(=O)Cn2c(=O)oc3cc(S(=O)(=O)N4CCCC4)ccc32)cc1	x	3	-0.1	0	1	1	7	-6	4
70	CC1CCCCC1NC(=O)CCn1c(=O)sc2ccccc21 (stereo unspecified)	0.8	1	-0.5	0	-6	-1	-5	10	-2
71	COc1cc(-n2c(=O)c3ccccc3n(Cc3cc(=O)n4ccccc4n3)c2=O)cc(OC)c1OC	1.5	3	-0.1	0	-2	-2	3	1	1
72	O=C(CCCOc1ccccc1)N1CCN(c2ccc(F)cc2)CC1	1.9	4	0.1	0	-1	-2	3	-8	0
73	O=C(CSc1nnc(-c2ccncc2)o1)NCc1ccc(Cl)cc1	-3.1	3	0.1	8	5	0	0	-3	-8
74	Cc1ccc(N(C(=O)C2CCC(=O)N2)C2(C(=O)NC3CCCCC3)CCCCC2)cc1 (stereo unspecified)	-1.0	-1	0.1	3	12	-5	2	4	7
